Source: PubChem BioAssay (Broad Institute)
IDE exosite inh – displaces the probe from the exo-site of human IDE | P14735 | purified IDE, FL-6b probe fluorescence polarization; active compounds read low | z-score at 20 µM | 17,000 tested, 6.3% active | AID 1259349;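 active = z-score of -3 or lower, meaning strong loss of probe binding signal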;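 also: His-tagged human IDE residues 42-1019 made in E. coli with 30 nM FL-6b probe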
Target sequence (P14735 42-1019 limits assumed): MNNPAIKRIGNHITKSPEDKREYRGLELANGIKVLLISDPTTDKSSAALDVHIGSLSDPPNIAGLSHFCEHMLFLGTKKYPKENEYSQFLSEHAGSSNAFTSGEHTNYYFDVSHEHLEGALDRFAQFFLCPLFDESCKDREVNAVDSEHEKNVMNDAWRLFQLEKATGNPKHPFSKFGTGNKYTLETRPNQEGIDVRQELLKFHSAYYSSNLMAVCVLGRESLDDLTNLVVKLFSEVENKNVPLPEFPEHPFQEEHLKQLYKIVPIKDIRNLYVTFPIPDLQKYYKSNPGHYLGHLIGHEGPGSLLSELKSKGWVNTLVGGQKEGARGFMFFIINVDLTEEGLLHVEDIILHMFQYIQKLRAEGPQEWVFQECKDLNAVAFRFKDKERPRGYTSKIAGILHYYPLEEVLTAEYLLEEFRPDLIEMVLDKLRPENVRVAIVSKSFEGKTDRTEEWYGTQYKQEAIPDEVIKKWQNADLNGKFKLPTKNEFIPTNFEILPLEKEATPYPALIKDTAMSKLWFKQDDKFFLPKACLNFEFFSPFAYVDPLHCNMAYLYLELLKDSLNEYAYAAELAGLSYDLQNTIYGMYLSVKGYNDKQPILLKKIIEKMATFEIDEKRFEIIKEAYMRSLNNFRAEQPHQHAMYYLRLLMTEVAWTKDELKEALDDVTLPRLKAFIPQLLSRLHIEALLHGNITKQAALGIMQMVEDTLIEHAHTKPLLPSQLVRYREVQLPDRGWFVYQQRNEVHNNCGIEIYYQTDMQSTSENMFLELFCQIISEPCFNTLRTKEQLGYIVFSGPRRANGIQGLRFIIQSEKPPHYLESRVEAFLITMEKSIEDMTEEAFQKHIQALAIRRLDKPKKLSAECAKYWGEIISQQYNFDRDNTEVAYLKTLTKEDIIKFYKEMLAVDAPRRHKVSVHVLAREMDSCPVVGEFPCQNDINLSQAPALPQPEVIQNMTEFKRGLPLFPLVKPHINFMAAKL
* hit, by the source's call; & = joins results of further samples.

SMILES | IDE exosite inh
CNC[C@H]1OCCCC[C@H](C)Oc2ccc(NS(=O)(=O)c3ccc(F)cc3)cc2C(=O)N([C@H](C)CO)C[C@H]1C | 1.37
CN(C)CC(=O)N1[C@H](C#N)[C@H](c2ccccc2-c2ccc(C(=O)N(C)C)cc2)[C@H]1CO | 0.605
CO[C@@H]1CN(C)C(=O)c2ccc(NS(=O)(=O)CC(F)(F)F)cc2OC[C@H](C)N(Cc2nccs2)C[C@H]1C | 1.66
CS(=O)(=O)N1[C@H](C#N)[C@@H](c2ccc(-c3ccccc3F)cc2)[C@@H]1CO | -3.01*
COc1ccccc1NC(=O)N1C[C@@H](O)COC[C@H]2O[C@H](CC(=O)NCCc3ccncc3)CC[C@@H]21 | 1.56
CCS(=O)(=O)N1CC(=O)N2[C@H](CO)[C@@H](c3ccc(-c4cccc(F)c4)cc3)[C@H]2C1 | 0.168
O=C(Nc1ccc(C(F)(F)F)cc1)N[C@H]1C=C[C@@H](CC(=O)N2CCCCC2)O[C@H]1CO | -0.826
CC(C)[C@@H]1C(=O)NCCC=CC[C@H](C)Oc2ccccc2C(=O)N1C (mixture of isomers) | -0.322
O=C(c1cccnc1)N1CCCCN2[C@H](C1)[C@@H](c1ccc(C#Cc3ccccn3)cc1)[C@@H]2CO | -3.79*
CC(C)NC(=O)N1CCCCN2[C@H](C1)[C@H](c1ccc(C#C[C@@H](C)O)cc1)[C@@H]2CO | 1.23
COc1ccc2c3c(n(C)c2c1)[C@@H](CO)N(C(=O)Nc1ccc(F)cc1)CC31CCN(C(=O)c2ccc3c(c2)OCO3)CC1 | -0.0423
O=C(C1CCC1)N1CC(=O)N2[C@H](CO)[C@@H](c3ccc(C#Cc4cccc(F)c4)cc3)[C@H]2C1 | -6.94*
CC(=O)NC[C@H]1[C@@H](c2ccc(-c3ccccc3)cc2)[C@@H](CO)N1C(=O)C1CCC1 | 2.2
CN1C(=O)c2cc(NS(C)(=O)=O)ccc2OC[C@@H]2O[C@@H](CC(=O)N3CCOCC3)CC[C@H]21 | -1.04
N#C[C@H]1[C@@H](c2ccc(C3=CCCC3)cc2)[C@@H](CO)N1C(=O)C1CCC1 | 2.68
Cc1cccc(-c2ccc([C@@H]3[C@H]4CN(S(=O)(=O)c5cn(C)cn5)CCCCN4[C@H]3CO)cc2)c1 | -6.09*
Cc1ccccc1-c1ccc([C@H]2[C@@H](CO)N3CCCCN(C(=O)Nc4ccccc4)C[C@@H]23)cc1 | -1.37
N#C[C@@H]1[C@H](c2ccccc2C2=CCCC2)[C@H](CO)N1C(=O)CN1CCOCC1 | 1.29
O=C(c1cccc(F)c1)N1CCCCN2[C@@H](CO)[C@H](c3ccc(/C=C/c4ccccc4)cc3)[C@@H]2C1 | 0.0221
N#C[C@H]1[C@H](c2ccc(C3=CCCCC3)cc2)[C@H](CO)N1C(=O)NC1CCCC1 | 3.1
CN(C)CC#Cc1ccc([C@H]2[C@H](CO)N3CCCCN(C(=O)C4CCC4)C[C@@H]23)cc1 | 2.31
CO[C@@H]1CN(C)C(=O)c2ccc(NC(C)=O)cc2OC[C@@H](C)N(C(=O)c2cnccn2)C[C@H]1C | 0.177
CC(C)NC(=O)Nc1ccc2c(c1)C(=O)N([C@@H](C)CO)C[C@H](C)[C@@H](CN(C)C(=O)C1CCCCC1)OCCCC[C@@H](C)O2 | -0.332
COc1ccc2c3c(n(C)c2c1)[C@@H](CO)N(C(C)=O)CC31CCN(C(=O)c2cnccn2)CC1 | 1.19
C[C@H]1CN([C@@H](C)CO)S(=O)(=O)c2ccc(C#Cc3cccc(F)c3)cc2O[C@@H]1CN(C)S(=O)(=O)c1cn(C)cn1 | -1.54
CN(C)CC(=O)N1[C@H](C#N)[C@@H](c2ccc(C#CC3CCCCC3)cc2)[C@@H]1CO | -1.58
COCC(=O)N(C[C@H]1[C@H](c2ccccc2)[C@@H](CO)N1C(=O)NC(C)C)C(C)C | -1.34
N#C[C@@H]1[C@H](c2ccc(C3=CCCC3)cc2)[C@H](CO)N1C(=O)c1cccc(F)c1 | 0.75
O=C(Cc1ccccn1)N1CC(=O)N2[C@@H](CO)[C@H](c3ccc(C#CCC4CCCC4)cc3)[C@@H]2C1 | -0.886
CCC(=O)N1[C@H](CO)[C@H](c2ccc(C3=CCCCC3)cc2)[C@@H]1CNC1CCCC1 | 3.86
C[C@H]1CC(=O)NCC/C=C\C[C@H](c2cccc(Cl)c2)NC1=O | -1.03
C[C@H](CO)N1C[C@H](C)[C@@H](CN(C)S(=O)(=O)c2cn(C)cn2)Oc2ccc(NC(=O)C3CC3)cc2CC1=O | 0.609
COc1ccc2c3c([nH]c2c1)[C@H](CO)N(Cc1ccccc1)CC31CCN(C(=O)NC(C)C)CC1 | -1.84
COCC(=O)Nc1ccc2c(c1)OC[C@@H](C)N(C)C[C@@H](C)[C@@H](OC)CN(C)C2=O | -0.798
Cc1noc(C)c1NC(=O)Nc1ccc2c(c1)C(=O)N([C@@H](C)CO)C[C@H](C)[C@@H](CN(C)S(=O)(=O)c1cccs1)OCCCC[C@H](C)O2 | 1.06
C/C=C/c1ccccc1[C@@H]1[C@@H](CO)N(S(=O)(=O)c2cccc(F)c2)[C@H]1C#N | 0.785
CCCNC(=O)Nc1ccc2c(c1)OC[C@H](C)N(S(C)(=O)=O)C[C@@H](C)[C@@H](OC)CN(C)C2=O | 0.711
CO[C@H]1CN(C)C(=O)c2ccc(NS(=O)(=O)c3ccc(C)cc3)cc2OC[C@H](C)N(C)C[C@H]1C | 1.79
C[C@@H]1CCCCO[C@@H](CN(C)C(=O)NC2CCCCC2)[C@H](C)CN([C@H](C)CO)C(=O)c2cc(N(C)C)ccc2O1 | 0.551
O=C1CN(S(=O)(=O)c2cccc(F)c2)C[C@H]2[C@H](c3ccc(-c4ccc(F)cc4)cc3)[C@H](CO)N12 | 2.4

Single values from above:
COc1ccc2c3c(n(C)c2c1)[C@@H](CO)N(C(C)=O)CC31CCN(C(=O)c2cnccn2)CC1 – IDE exosite inh = 1.19
O=C1CN(S(=O)(=O)c2cccc(F)c2)C[C@H]2[C@H](c3ccc(-c4ccc(F)cc4)cc3)[C@H](CO)N12 – IDE exosite inh = 2.4
CC(C)NC(=O)Nc1ccc2c(c1)C(=O)N([C@@H](C)CO)C[C@H](C)[C@@H](CN(C)C(=O)C1CCCCC1)OCCCC[C@@H](C)O2 – IDE exosite inh = -0.332
CCC(=O)N1[C@H](CO)[C@H](c2ccc(C3=CCCCC3)cc2)[C@@H]1CNC1CCCC1 – IDE exosite inh = 3.86
N#C[C@@H]1[C@H](c2ccc(C3=CCCC3)cc2)[C@H](CO)N1C(=O)c1cccc(F)c1 – IDE exosite inh = 0.75
C[C@H]1CC(=O)NCC/C=C\C[C@H](c2cccc(Cl)c2)NC1=O – IDE exosite inh = -1.03

Next entries:
SMILES | IDE exosite inh
Cc1noc(C)c1S(=O)(=O)Nc1ccc2c(c1)C(=O)N([C@@H](C)CO)C[C@@H](C)[C@H](CN(C)Cc1ccc(C(=O)O)cc1)OCCCC[C@H](C)O2 | -0.379
C/C=C/c1ccc([C@@H]2[C@H]3CN(Cc4ccc(F)cc4)CC(=O)N3[C@H]2CO)cc1 | -0.633
C[C@H](O)C#Cc1ccc([C@H]2[C@H]3CN(C(=O)c4ccncc4)CCCCN3[C@H]2CO)cc1 | -0.896
N#C[C@H]1[C@H](c2ccc(C#CC3CCCCC3)cc2)[C@@H](CO)N1C(=O)Nc1ccc(F)cc1 | 4.84
COC(=O)c1ccc(CN2CC(=O)N3[C@@H](CO)[C@H](c4ccc(-c5cccnc5)cc4)[C@@H]3C2)cc1 | -0.381
CCC(=O)N1C[C@H](C)[C@@H](OC)CN(C)C(=O)c2cc(NC(=O)Nc3ccc(Cl)cc3)ccc2OC[C@H]1C | 0.365
CC(C)NC(=O)N1[C@@H]2CNC[C@H]1C2c1ccc(-c2ccccc2)cc1 (some centres undefined) | -1.68&0.0883
CCS(=O)(=O)N1CC2(C1)[C@H](c1ccccc1)[C@@H](CO)N2Cc1ccc(F)cc1 | 0.728
C[C@H](CO)N1C[C@H](C)[C@H](CN(C)C(=O)Nc2cccc3ccccc23)OCCCC[C@H](C)Oc2ccc(NC(=O)CCC(F)(F)F)cc2C1=O | -0.49
COCC#Cc1ccc([C@@H]2[C@H]3CN(S(=O)(=O)c4cccc(OC)c4)CCCCN3[C@H]2CO)cc1 | 5.84
COc1ccccc1CNC(=O)C[C@H]1CC[C@@H]2[C@H](COC[C@H](O)CN2Cc2ccc3c(c2)OCO3)O1 | -0.85
O=C(C[C@@H]1CC[C@H]2[C@@H](COC[C@H](O)CN2C(=O)Nc2ccc(F)cc2)O1)NC1CCC1 | 0.431
COCC(=O)N1CC(=O)N2[C@H](C1)[C@H](c1ccc(C#CC(C)C)cc1)[C@@H]2CO | 2.57
COc1ccc(S(=O)(=O)N2CCCCN3[C@H](CO)[C@H](c4ccc(C5=CCCC5)cc4)[C@@H]3C2)cc1 | 2.34
COCC#Cc1ccc([C@H]2[C@H](CO)N3CCCCN(S(=O)(=O)c4cccc(OC)c4)C[C@@H]23)cc1 | 1.02
CO[C@@H]1CN(C)C(=O)c2cc(NS(=O)(=O)c3cn(C)cn3)ccc2OC[C@H](C)NC[C@H]1C | -1.3
CC[C@@H]1C/C=C\CCNC(=O)C[C@H](c2ccccc2)C(=O)N1 | -0.107
N#C[C@H]1[C@H](c2ccc(-c3ccc(F)cc3)cc2)[C@@H](CO)N1C(=O)Cc1ccccc1 | 4.91
COCC(=O)NC[C@H]1[C@H](c2ccc(-c3ccccc3)cc2)[C@H](CO)N1C(C)=O | 2.4
C[C@@H]1CN([C@H](C)CO)C(=O)c2cccc(NC(=O)c3nc4ccccc4s3)c2O[C@H]1CN(C)C(=O)Nc1ccc2c(c1)OCO2 | -0.172
C[C@@H](NC(=O)C[C@@H]1CC[C@H]2[C@@H](COC[C@@H](O)CN2C(=O)Nc2cccc(Cl)c2)O1)c1ccccc1 | -0.803
O=C(c1ccc(F)cc1)N1CC(=O)N2[C@@H](CO)[C@H](c3ccc(C#CC4CC4)cc3)[C@@H]2C1 | -0.685
COc1ccc(-c2ccc([C@H]3[C@H](CO)N4C(=O)CN(C(=O)c5cccnc5)C[C@@H]34)cc2)cc1 | -1.76
CO[C@H]1CN(C)C(=O)c2ccc(NC(=O)C3CC3)cc2OC[C@H](C)N(C(C)=O)C[C@H]1C | 0.24
CC(C)N(C[C@@H]1N[C@@H](CO)[C@H]1c1ccccc1)C(=O)CN1CCOCC1 | 3.15
O=C(C[C@@H]1C[C@H]2c3cc(NC(=O)NC4CCCC4)ccc3O[C@H]2[C@H](CO)O1)NCc1ccccc1F | 0
Cc1cccc(S(=O)(=O)N2CCCCN3[C@H](CO)[C@H](c4ccc(-c5ccncc5)cc4)[C@H]3C2)c1 | 1.51
COc1ccc2c3c([nH]c2c1)[C@H](CO)N(C)CC31CN(C(=O)C2CC2)C1 | -1.46
N#Cc1cccc(-c2ccc3c(c2)[C@H]2[C@H](CCN2C(=O)c2ccccc2F)[C@H](CO)N3)c1 | 1.29
COc1ccc2c3c(n(C)c2c1)[C@H](CO)N(Cc1nccs1)CC31CCN(CC2CCCC2)CC1 | 0.173
CO[C@@H]1CN(C)C(=O)c2ccc(NS(=O)(=O)CC(F)(F)F)cc2OC[C@H](C)N(C(=O)NC(C)C)C[C@@H]1C | -0.861
COc1ccccc1-c1ccc2c(c1)[C@H]1[C@H](CCN1C(=O)C1CCC1)[C@@H](CO)N2 | 0.68
C/C=C/c1ccc([C@@H]2[C@@H](C#N)N(C(=O)NC3CCCC3)[C@@H]2CO)cc1 | 2.76
C/C=C/c1ccc([C@H]2[C@H]3CN(Cc4ccc(F)cc4)CC(=O)N3[C@H]2CO)cc1 | 0.251
CCCNC(=O)Nc1ccc2c(c1)C(=O)N(C)C[C@@H](OC)[C@H](C)CN(C)[C@H](C)CO2 | -0.802
O=S(=O)(c1ccc(F)cc1)N1CCCCN2[C@@H](CO)[C@@H](c3ccc(-c4ccccc4)cc3)[C@@H]2C1 | 0.933
O=C([C@@H]1[C@@H](CO)[C@@H]2Cn3c(ccc(-c4ccc(F)cc4)c3=O)[C@@H]2N1Cc1cocn1)N1CCCCC1 | 0.84
OC[C@H]1[C@H](c2ccc(C#Cc3ccccc3F)cc2)[C@H]2CN(CC3CCOCC3)CCCCN21 | -0.279
C[C@@H]1CN([C@@H](C)CO)C(=O)CCCn2nncc2CO[C@@H]1CN(C)Cc1cccc(C(F)(F)F)c1 | 0.126
O=C1C[C@@H](c2ccccc2)C(=O)N[C@H](c2ccccc2)C/C=C\C[C@@H](c2ccccc2)N1 | -0.556

Quoted at random: three records from the list, in no set order.
SMILES | IDE exosite inh
CO[C@@H]1CN(C)C(=O)c2ccc(NS(=O)(=O)CC(F)(F)F)cc2OC[C@H](C)N(C(=O)NC(C)C)C[C@@H]1C | -0.861
C[C@@H](NC(=O)C[C@@H]1CC[C@H]2[C@@H](COC[C@@H](O)CN2C(=O)Nc2cccc(Cl)c2)O1)c1ccccc1 | -0.803
OC[C@H]1[C@H](c2ccc(C#Cc3ccccc3F)cc2)[C@H]2CN(CC3CCOCC3)CCCCN21 | -0.279

Remaining list, next part.
SMILES | IDE exosite inh
O=S(=O)(Cc1ccccc1)N1CCCCN2[C@@H](CO)[C@@H](c3ccc(-c4ccc(F)cc4)cc3)[C@@H]2C1 | 0.772
N#C[C@@H]1[C@H](c2ccccc2)[C@@H](CO)N1C(=O)c1cccnc1 | 0.787
O=C(NC[C@H]1N[C@@H](CO)[C@H]1c1ccc(-c2ccc(F)cc2)cc1)c1ccccn1 | 5.69
CCCC#Cc1ccc([C@H]2[C@H]3CN(S(=O)(=O)c4ccccc4F)CCCCN3[C@H]2CO)cc1 | 0.774
CCS(=O)(=O)N1CCCCN2[C@H](CO)[C@@H](c3ccc(-c4ccc(C(=O)N(C)C)cc4)cc3)[C@@H]2C1 | -0.377
O=C(C[C@@H]1CC[C@@H]2[C@H](COC[C@H](O)CN2S(=O)(=O)c2cccc(Cl)c2)O1)N1CCOCC1 | 1.25
Cc1cccc(-c2ccc([C@@H]3[C@H]4CN(C(=O)c5cccnc5)CCCCN4[C@H]3CO)cc2)c1 | -15.2*

Two entries from above, reformatted.
molecule,IDE exosite inh
O=C(C[C@@H]1CC[C@@H]2[C@H](COC[C@H](O)CN2S(=O)(=O)c2cccc(Cl)c2)O1)N1CCOCC1,1.25
N#C[C@@H]1[C@H](c2ccccc2)[C@@H](CO)N1C(=O)c1cccnc1,0.787

Some of the compounds tested, so the mix of outcomes need not match the whole.
